# Screening data deposited in PubChem BioAssay by several laboratories.
# TR-FRET SRC-2 ct: TR-FRET signal artefacts, primary screen, artefact control for PPARgamma SRC-2 agonist project, biochemical. TR-FRET artefact counter-screen; hits give high values. TR-FRET ratio at 8 µM. hit rate 0.4% among 200,000. AID 1049, 2008; in the data active = TR-FRET ratio above about 2000; also: inactives centre near 1500
# Diaphorase act: compounds boosting diaphorase resazurin reduction – biochemical, uHTS, resorufin fluorescence, counter-screen for diaphorase-coupled primary assays, primary screen | activation factor at 20 µM | AID 1229, 2008 | Diaphorase/resazurin coupled assay, 16 min; hits give high values; 1 = vehicle wells, 0 = NADH-free wells | hit rate 0.005% among 190,000;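 active = diaphorase activity raised at least twofold by the compound at 20 µM; inactive = activation factor below 2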
#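 Test system: Clostridium kluyveri diaphorase, purified enzyme. Buffer or medium: 50 mM HEPES pH 7.4 buffer plus MgCl2 and Tween 20. Also added: 0.114 mM NADH and 0.1 mM resazurin, final amounts. Dosing: compound 20 µM once, DMSO 1%. Schedule: 16 min enzyme reaction, ambient temperature. Detection: fluorescence of resorufin, 544 nm excitation, 590 nm emission.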
# PMI act satM6P: human PMI activators, high substrate, primary screen, biochemical, fluorescence intensity, near-saturating mannose 6-phosphate; Mannose-6-phosphate isomerase (Homo sapiens), P34949; coupled PMI enzyme assay, resazurin fluorescence, 20 min; hits give high values; 1 = untreated enzyme, 0 = substrate-free blank; activation factor at 20 µM; hit rate 0.34% among 190,000; AID 1216, 2008;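 active = activation factor of 2 or more at 20 µM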
# Target sequence (P34949 whole entry, looked up): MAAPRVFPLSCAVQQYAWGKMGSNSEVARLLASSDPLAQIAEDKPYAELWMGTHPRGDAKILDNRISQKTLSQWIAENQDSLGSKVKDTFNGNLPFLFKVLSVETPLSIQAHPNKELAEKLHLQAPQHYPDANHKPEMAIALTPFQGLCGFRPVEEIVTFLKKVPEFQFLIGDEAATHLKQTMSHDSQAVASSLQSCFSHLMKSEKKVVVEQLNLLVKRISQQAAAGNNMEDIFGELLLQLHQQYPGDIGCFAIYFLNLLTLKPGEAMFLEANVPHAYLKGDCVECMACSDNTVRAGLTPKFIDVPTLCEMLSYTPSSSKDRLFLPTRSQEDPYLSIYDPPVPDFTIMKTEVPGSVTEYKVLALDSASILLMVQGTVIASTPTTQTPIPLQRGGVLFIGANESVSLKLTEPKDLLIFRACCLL
#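 Test system: human phosphomannose isomerase with PGI, G6PDH, diaphorase coupling enzymes; amount: 15 ng/mL PMI; incubation: enzyme reaction with compound 20 min at room temperature; technique: resorufin fluorescence (Ex 544/Em 590 nm) from resazurin via diaphorase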
# PPARg SRC-1 ag: PPARgamma agonists recruiting SRC-1 coactivator, primary screen, biochemical; Peroxisome proliferator-activated receptor gamma (Homo sapiens), P37231; PPARgamma-SRC-1 coactivator recruitment biochemical assay; activation, % at 8 µM; hit rate 0.41% among 200,000; in the data active = activation above about 19%;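 also: 0% = DMSO and 100% = reference agonist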
# S1P3 antagonist: S1P3 receptor antagonists, primary screen, cell-based. AID 485, 2006. hit rate 0.27% among 170,000. Sphingosine 1-phosphate receptor 3 (Homo sapiens), Q99500. CHO S1P3 NFAT-BLA reporter, FRET fluorescence, antagonist mode. inhibition, % at 4.98 µM;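 active = inhibition above the plate cutoff, the mean inhibition of test wells on that plate plus 3 SD, cut at about 28% in these data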;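 also: cells challenged with S1P at its EC80 of 0.8 µM; blue over green emission ratio from cleaved BLA substrate after 4 h stimulation; 0% = S1P-stimulated wells and 100% = unstimulated DMSO-only wells; some compounds past the cut are filed as inactive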
# PMI act: activators of human PMI, primary screen, biochemical, fluorescence intensity, near-Km mannose 6-phosphate. purified human PMI, coupled resazurin fluorescence, 20 min; hits give high values; 1 = vehicle control, 0 substrate-free wells. activation factor at 20 µM. hit rate 0.005% among 190,000. Mannose-6-phosphate isomerase (Homo sapiens), P34949;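 active = activation factor of 2 or more at 20 µM, relative to plate controls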
# ROMK mod: ROMK potassium channel modulators, primary screen, cell-based, thallium flux, MLSMR library; B-score at 10 µM; Tet-inducible ROMK, thallium flux fluorescence; actives lie on both sides; hit rate 2% among 130,000;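 active = signal ratio slope over the read window, or its plate-corrected B-score, at least 3 SD from the plate mean, either direction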;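 also: B-score of the F/F0 ratio slope over 7 to 12 s after thallium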
# Target sequence (P48048 whole entry, looked up): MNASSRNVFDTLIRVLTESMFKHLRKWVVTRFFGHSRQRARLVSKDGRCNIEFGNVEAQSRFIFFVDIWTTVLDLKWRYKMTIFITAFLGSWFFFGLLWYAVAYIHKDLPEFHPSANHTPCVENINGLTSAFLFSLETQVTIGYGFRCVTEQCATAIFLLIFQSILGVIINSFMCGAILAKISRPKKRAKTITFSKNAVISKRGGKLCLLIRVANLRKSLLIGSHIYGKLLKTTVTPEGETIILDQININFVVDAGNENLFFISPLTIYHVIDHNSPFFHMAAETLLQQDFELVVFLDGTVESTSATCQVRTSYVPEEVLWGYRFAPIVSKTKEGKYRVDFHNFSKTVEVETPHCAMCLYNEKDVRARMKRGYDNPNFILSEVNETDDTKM
# G6PDH CS: L. mesenteroides G6PDH inhibitors, counter-screen for G6PDH-coupled screening assays, biochemical, Leuconostoc mesenteroides enzyme. inhibition, % at 5 µM. hit rate 0.12% among 200,000. Purified L. mesenteroides G6PDH, diaphorase/resazurin coupled fluorescence, 45 min. glucose-6-phosphate dehydrogenase [Leuconostoc mesenteroides]; in the data active = inhibition above about 50%
# Diaphorase inh: diaphorase inhibitors and chemical oxidizers, primary screen, counter-screen for diaphorase-coupled primary assays, biochemical, uHTS, resorufin fluorescence; diaphorase resazurin-to-resorufin fluorescence, NADH, 16 min; bacterial (C. kluyveri) enzyme, not human; inhibition, % at 20 µM; hit rate 0.69% among 190,000;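 active = primary screen inhibition at 20 µM above a set limit, cut at about 50% in these data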;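 also: plate controls were DMSO with full reaction for no effect and wells lacking NADH for full effect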
#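 Test system: Clostridium kluyveri diaphorase enzyme / Quantity: diaphorase at 0.14 U/mL in enzyme working solution / Incubation: 16-min room-temperature incubation before reading / Benchmarks: NADH-free wells as positive control, DMSO-only neutral wells / Signal: resorufin fluorescence 544/590 nm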
# PPARg SRC-2 ag: agonists of PPARg-SRC-2 recruitment, primary screen, biochemical, HTS; Peroxisome proliferator-activated receptor gamma (Homo sapiens), P37231; PPARgamma LBD-SRC-2 recruitment; activation, % at 8 µM; hit rate 0.34% among 200,000; in the data active = activation above about 22%;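 also: 0% = vehicle and 100% = reference agonist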
# PPARg SRC3 recr: PPARgamma agonists recruiting SRC-3 coactivator, primary screen, biochemical | AID 731, 2007 | hit rate 0.26% among 200,000 | activation, % at 8 µM | biochemical PPARgamma/SRC-3 coactivator recruitment assay; in the data active = activation above about 23%;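 also: 0% = DMSO and 100% = reference agonist; some compounds past the cut are filed as inactive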
# Starred values were filed as active, the others as inactive; nt = not tested or not shown.
1. CCc1nc2c(oc3ccccc32)c(=O)[nH]1
2. COc1ccc(C)cc1S(=O)(=O)N1CCC(C(=O)NCCc2ccccc2)CC1
3. Cc1cccc(-n2ccnc2CN2CCN(C3CCCC3)C(CCO)C2)c1 (stereo not given)
4. Cc1ccccc1NN1C(=O)C=CC1=O
5. CCNC(=S)Nc1ccc(Cc2ccncc2)cc1
6. CC1(C)Oc2ccc3ccc(=O)oc3c2/C(=C/Nc2ccccc2)C1=O
7. O=C(CCCOc1ccccc1)N1CCCCC1
8. O=C1CCC(=O)N1c1ccc(NCCc2ccccc2F)c([N+](=O)[O-])c1
entry no.	1	2	3	4	5	6	7	8
TR-FRET SRC-2 ct	1584	1544	1572	1464	1509	1508	1549	1719
Diaphorase act	1	0.9	0.9	0.9	0.9	0.8	1	0.9
PMI act satM6P	1	1	0.8	1	0.9	1.2	1.1	1
PPARg SRC-1 ag	-2	-3	5	-9	1	-2	0	9
S1P3 antagonist	nt	5	-2	nt	-3	nt	nt	-12
PMI act	0.9	1	0.9	1	0.9	1.1	1	1
ROMK mod	nt	-0.011	0.11	nt	-0.11	0.31	-0.19	0.038
G6PDH CS	5	8	10	-5	5	4	0	22
Diaphorase inh	-5	10	12	8	8	16	-2	9
PPARg SRC-2 ag	-9	-1	-3	3	4	5	1	2
PPARg SRC3 recr	-7	-1	3	-2	1	1	-2	4

# Sorted by the number under PMI act satM6P (rising): 4 of the compounds above.
nr	canonical_smiles	PMI act satM6P
3	Cc1cccc(-n2ccnc2CN2CCN(C3CCCC3)C(CCO)C2)c1 (stereo not given)	0.8
8	O=C1CCC(=O)N1c1ccc(NCCc2ccccc2F)c([N+](=O)[O-])c1	1
7	O=C(CCCOc1ccccc1)N1CCCCC1	1.1
6	CC1(C)Oc2ccc3ccc(=O)oc3c2/C(=C/Nc2ccccc2)C1=O	1.2

# (listing goes on)
9. Nc1c(C(=O)O)ccc2c1C(=O)c1ccccc1C2=O
10. CN(C)S(=O)(=O)c1ccc(C(=O)Nc2nc(-c3cccs3)cs2)cc1
11. CC1=Nn2c(nnc2-c2cc(C)[nH]n2)SC1
12. COc1ccc(-n2c(CCC(=O)O)ccc2-c2ccccc2)cc1
13. COc1cc2c(=O)n(CCC(=O)NCC3CCCO3)c(=O)n(CC(=O)c3ccc(Cl)cc3)c2cc1OC (stereo not given)
14. CS(=O)(=O)N(CC(=O)NCCc1ccccc1)c1cccc([N+](=O)[O-])c1
15. CN(Cc1nc2ccccc2c(=O)[nH]1)C(=O)c1ccc(S(=O)(=O)N(C)C)cc1
16. O=C1c2ccccc2CC1Sc1nnc(-c2ccncc2)o1 (stereo not given)
entry no.	9	10	11	12	13	14	15	16
TR-FRET SRC-2 ct	1408	1736	1692	1544	1668	1525	1410	1537
Diaphorase act	0.8	0.7	0.9	1	0.8	0.9	1	0.9
PMI act satM6P	0.8	1.1	1	0.9	1.1	1.1	1	1.1
PPARg SRC-1 ag	-6	-5	9	1	4	7	2	-9
S1P3 antagonist	-4	-5	-6	-5	-22	-8	nt	-15
PMI act	1	1	1	1	1.1	1	1	1
ROMK mod	nt	nt	0.42	0.099	-0.0087	0.18	nt	-0.76
G6PDH CS	0	9	2	8	5	9	2	4
Diaphorase inh	17	30	8	-1	16	5	4	8
PPARg SRC-2 ag	8	-3	-5	-5	6	7	-4	1
PPARg SRC3 recr	2	-1	1	0	7	2	-6	-4

17. COCCOC(=O)C1=C(C)NC(=O)CC1c1cc2c(cc1Br)OCO2 (stereo not given)
18. Cc1cc(C(=O)N2CCN(c3cccc(Cl)c3)CC2)c(C)o1
19. Cc1cc(C)nc(/N=C(\N)Nc2ccc(-c3ccccc3)cc2)n1
20. Cc1ccc(-c2cnc(NC(=O)c3cccc(Br)c3)s2)c(C)c1
21. Cc1cc(NCc2ccccn2)ccc1Br
22. Cc1ccc(C(=O)NS(=O)(=O)c2ccc(N=NN(C)C)cc2)cc1
23. Cc1[nH]n(-c2ccccc2)c(=O)c1C1(C(F)(F)F)C(=O)N(c2ccc(F)cc2)C2=C1C(=O)CC(C)(C)C2 (stereo not given)
24. CC(C(=O)OCC(=O)c1ccccc1)N1C(=O)c2ccccc2C1=O (stereo not given)
entry no.	17	18	19	20	21	22	23	24
TR-FRET SRC-2 ct	1507	1504	1456	1457	1354	1613	1599	1545
Diaphorase act	0.9	0.9	1	0.9	0.8	1.1	1	1.1
PMI act satM6P	0.9	1	0.9	1	0.9	2*	1	1
PPARg SRC-1 ag	-2	-1	-6	-2	-3	-5	-4	5
S1P3 antagonist	5	-27	13	nt	nt	-1	nt	-7
PMI act	0.9	1	0.9	1.1	0.9	1.6	1	1.1
ROMK mod	nt	nt	-1.7	0.83	nt	0.88	2.1	-0.23
G6PDH CS	-11	2	14	1	1	14	5	13
Diaphorase inh	10	10	-4	8	19	-10	1	-12
PPARg SRC-2 ag	4	3	3	-12	-2	0	4	-3
PPARg SRC3 recr	14	2	4	-4	-11	-2	10	0

25. Clc1ccc(-c2nc3nc4ccccc4nc3n2Cc2ccco2)cc1
26. Cc1nnc(NC(=O)CSc2nnc(Cc3ccccc3)n2Cc2ccccc2)s1
27. COC(=O)C1=C(C)N=C2SC(C#N)=C(N)N2C1c1cc(OC)c(OC)c(OC)c1 (stereo not given)
28. O=C(OCc1cn(-c2ccc(Cl)c(Cl)c2)nn1)c1ccccc1Cl
29. CCOc1ccc(C(=O)CSc2nnc(C3CC3)n2C)cc1
30. CCNC(=S)N(Cc1cc2cccc(C)c2[nH]c1=O)C1CCCC1
31. CC(Sc1nnc(Cc2ccc([N+](=O)[O-])cc2)o1)C(N)=O (stereo not given)
32. Cc1ccc2oc(-c3cccc(NC(=O)Cc4cccs4)c3)nc2c1
entry no.	25	26	27	28	29	30	31	32
TR-FRET SRC-2 ct	1583	1474	1587	1416	1676	1551	1423	1416
Diaphorase act	1	0.8	0.9	0.8	1	0.8	0.8	1
PMI act satM6P	1	1.1	1.1	1	1	1	0.9	1.1
PPARg SRC-1 ag	6	-3	-5	-6	-3	1	-7	4
S1P3 antagonist	8	-10	nt	nt	nt	1	nt	nt
PMI act	0.9	1	1	1	1	0.9	0.9	1
ROMK mod	nt	nt	-0.79	-0.58	nt	-0.76	nt	nt
G6PDH CS	3	-24	3	-5	4	16	3	2
Diaphorase inh	4	18	9	18	2	18	16	1
PPARg SRC-2 ag	0	9	1	4	3	-5	-7	-2
PPARg SRC3 recr	15	-4	3	-1	-3	-1	-4	1

33. O=C(/C=C/c1ccco1)NC(=S)Nc1nc(-c2ccc3ccccc3c2)cs1
34. S=C(NCCc1ccc(Cl)cc1)NC1CC1
35. CCc1cc(C(=O)OC)c(NC(=O)C2CC(=O)NN2Cc2ccccc2)s1 (stereo not given)
36. COc1ccc([N+](=O)[O-])cc1NC(=O)C(C)Sc1nc(C)c(C)c(C)n1 (stereo not given)
37. C/C=C(\C)C(=O)NCCN1C2=NC[C@H](C)N2C[C@@H]1Cc1ccc(OC)cc1
38. CC(C)SC1=NC(C)(C)C=C(/C=C/c2ccc(Cl)cc2Cl)N1
39. CSc1cc(C)n(-c2ccccc2C)c(=S)c1C(C)=O
40. O=C(CN1C(=O)C2C3C=CC(C3)C2C1=O)NCCN1CCCc2ccccc21 (stereo not given)
entry no.	33	34	35	36	37	38	39	40
TR-FRET SRC-2 ct	1509	1548	1620	1489	1572	1457	1644	1616
Diaphorase act	0.9	0.9	0.9	0.6	1	0.8	0.9	1
PMI act satM6P	0.9	0.9	0.9	0.9	1	1	1	2.1*
PPARg SRC-1 ag	3	4	5	-6	-10	7	6	2
S1P3 antagonist	-12	-11	nt	-16	9	nt	nt	4
PMI act	1	1	0.9	0.9	0.9	0.9	1	1.7
ROMK mod	nt	-0.49	nt	-0.39	nt	-0.59	0.68	nt
G6PDH CS	-2	11	0	17	-1	5	-1	-3
Diaphorase inh	14	7	10	35	-5	17	6	-3
PPARg SRC-2 ag	-4	-7	-2	-2	9	3	2	7
PPARg SRC3 recr	-2	-4	-9	-4	1	11	6	16

41. O=C(NCc1ccccn1)c1cc(-c2ccc(-c3ccccc3)cc2)nc2ccccc12
42. CCc1cc2cc(C)cc(C)c2nc1SCC(=O)NNC(=O)c1ccco1
43. CS(=O)(=O)Nc1ccc(Cc2ccc(NS(C)(=O)=O)cc2)cc1
44. CC(C)C(NC(=O)C(Cc1ccccc1)NC(=O)OCc1ccccc1)C(=O)O (stereo not given)
45. Cc1cc(C)cc(OCC(=O)NCCc2nc3ccccc3[nH]2)c1
46. Cc1nc2ncccn2c1-c1csc(Nc2ccc(N(C)C)cc2)n1
47. O=C(COc1ncnc2ccccc12)N1CCN(S(=O)(=O)c2ccc(Cl)cc2)CC1
48. CCCC(C)NC(=O)COC(=O)c1cc(Br)c(Br)s1 (stereo not given)
49. O=C(CCn1c(=O)oc2ccccc21)N1CCOCC1
entry no.	41	42	43	44	45	46	47	48	49
TR-FRET SRC-2 ct	1653	1619	1413	1614	1522	1937	1660	1425	1813
Diaphorase act	0.8	0.9	1.1	0.8	0.9	0.6	0.8	1	0.9
PMI act satM6P	1.1	0.9	1	0.9	0.9	0.7	0.9	1.1	1
PPARg SRC-1 ag	2	-10	-6	-2	1	16	8	3	8
S1P3 antagonist	14	-6	-22	14	-13	5	-20	-10	-12
PMI act	1	0.8	1	0.9	0.9	0.9	0.9	1.1	0.9
ROMK mod	0.13	-0.84	nt	1.5	-0.0053	7.2*	nt	-0.46	-0.21
G6PDH CS	-21	-17	-5	11	12	10	0	5	5
Diaphorase inh	21	8	-6	22	8	43	23	-4	7
PPARg SRC-2 ag	1	0	-6	-2	1	24*	2	2	5
PPARg SRC3 recr	-1	3	-4	3	3	11	0	3	7
